Assay outcomes deposited in PubChem BioAssay by National Center for Advancing Translational Sciences (NCATS).
ALOX12 inh = Primary qHTS assay for inhibitors of human arachidonate 12S-lipoxygenase (ALOX12): Round 2; Polyunsaturated fatty acid lipoxygenase ALOX12 (Homo sapiens), P18054; 580,000 tested, 1.1% active; purified 12hLO, xylenol orange hydroperoxide absorbance; Potency, µM (series often up to 108 µM), for inactives: top-dose activity change, negative = inhibition, most hits filed as inhibitors; further: on the % scale 0 is the no-effect control and ±100 the full control effect
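Purified human 12hLO (150 nM final) in 25 mM Hepes, 0.01% Triton X-100, pH 7.0 was preincubated 15 min at room temperature with compound. Then 40 uM arachidonic acid was added, 30 min. Hydroperoxide was read by Fe-XO absorbance ratio 573/405 nm.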
USP1 inh = Inhibitors of USP1/UAF1: Primary Screen; Ubiquitin carboxyl-terminal hydrolase 1 (Homo sapiens), O94782; recombinant USP1/UAF1, Ub-Rhodamine cleavage fluorescence; Potency, µM (top dose mostly 57.1 µM), inactives show at the highest dose activity change, negative = inhibition, actives largely listed as inhibitors; 390,000 tested, 0.23% active; AID 743255, 2014; further: on the % scale 0 is the no-effect control and ±100 the full control effect; nearly all actives have a fitted effect of over 60% in size; inactives centre near -12
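Step one: compound is pinned into 1nM USP1/UAF1 in HEPES pH 7.8 buffer with TCEP. Step two: 15 min room-temperature incubation. Step three: Ub-Rho (150nM final) starts cleavage, tracked by fluorescence over six one-minute reads.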
Vif-A3G inh = qHTS for Inhibitors of Vif-A3G Interactions: qHTS | Potency, µM (titrated, usually from 46.1 µM), inactives show top-dose activity, negative = active, most hits filed as inhibitors | 410,000 tested, 0.076% active | HeLa A3G-eYFP + Vif (tagged APOBEC3G with the HIV-1 protein that degrades it), YFP fluorescence, overnight;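 further: on the % scale 0 is the no-effect control and ±100 the full control effect; nearly all actives have a fitted effect of over 60% in size; hits raise eYFP signal because A3G escapes Vif-driven loss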
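HeLa cells stably expressing Vif and C-terminally eYFP-tagged A3G, seeded overnight at 37 deg C, then exposed to compound by pintool overnight at 37 deg C. Rise in yellow fluorescence (Ex 488/Em 500-530, Acumen) marks blocked Vif-driven A3G degradation.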
mIDH1 inhibitor = qHTS for Inhibitors of mutant isocitrate dehydrogenase 1 (IDH1): qHTS | Isocitrate dehydrogenase [NADP] cytoplasmic (Homo sapiens), O75874 | IDH1-R132H enzyme, NADPH consumption, diaphorase/resazurin fluorescence | Potency, µM (doses to about 76.6 µM), inactives show top-dose activity change, negative = inhibition, hits mostly inhibitors | 390,000 tested, 0.093% active | AID 602179, 2012; further: on the % scale 0 is the no-effect control and ±100 the full control effect; nearly all actives have a fitted effect of over 65% in size
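IDH1-R132H (0.5 ug/mL dispensed) in pH 7.5 Tris buffer was preincubated 30 min with compound, then given a substrate mix of 0.016 mM NADPH and 2 mM alpha-KG for 80 min at room temperature; remaining NADPH was read by diaphorase/resazurin fluorescence.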
TrxR1 inh = qHTS Assay for Inhibitors of Mammalian Selenoprotein Thioredoxin Reductase 1 (TrxR1): qHTS | Thioredoxin reductase 1, cytoplasmic (Rattus norvegicus), O89049 | recombinant rTrxR1, NADPH fluorescence consumption, selenite substrate | Potency, µM (doses to about 114 µM), without a hit: at the top dose activity change, negative = inhibition, actives largely listed as inhibitors | 390,000 tested, 1% active; further: on the % scale 0 is the no-effect control and ±100 the full control effect; nearly all actives have a fitted effect of over 65% in size
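Rat TrxR1 (90 nM in the dispensed reagent) was pre-reduced with 400 uM NADPH for 5 min at room temperature, then incubated with compound for 15 min. After 400 uM selenite was added, NADPH fluorescence (Ex 340/Em 450 nm) was followed for 8 min.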
RGS4 inhibitor = Inhibitors of Regulator of G Protein Signaling (RGS) 4: qHTS; AID 504845, 2011; Potency, µM (series often up to 114 µM), inactives show at the highest dose activity change, negative = inhibition, actives largely listed as inhibitors; Transcreener GDP fluorescence polarization, RGS4-accelerated GTP hydrolysis; Regulator of G-protein signaling 4 (Homo sapiens), P49798; 390,000 tested, 0.039% active; further: on the % scale 0 is the no-effect control and ±100 the full control effect; nearly all actives have a fitted effect of over 75% in size; some results filed as inactive show a strong effect at the top dose
Target sequence (P49798 whole entry, looked up): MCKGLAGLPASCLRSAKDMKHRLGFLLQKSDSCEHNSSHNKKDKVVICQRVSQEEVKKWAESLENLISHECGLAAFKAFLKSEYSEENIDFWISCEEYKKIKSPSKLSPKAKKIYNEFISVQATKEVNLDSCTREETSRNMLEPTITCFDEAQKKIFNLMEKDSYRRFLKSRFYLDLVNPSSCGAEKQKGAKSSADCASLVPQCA
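MLSMR compounds (23 nl, pin-transferred) preincubated 10 min at room temperature with a 500nM (2x) first reagent, then RGS4 at 900nM (2x) plus Transcreener GDP mix added; fluorescence polarization (620/688 nm) read before and after 90 min at 30 °C.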
TrxR1 substrate = qHTS Assay for Substrates of Mammalian Selenoprotein Thioredoxin Reductase 1 (TrxR1): qHTS; Thioredoxin reductase 1, cytoplasmic (Rattus norvegicus), O89049; purified TrxR1 substrate turnover, NADPH consumption readout; Potency, µM (top dose mostly 114 µM), for the others: at the highest dose activity change, negative = substrate turnover; 390,000 tested, 0.01% active; further: on the % scale 0 is the no-effect control and ±100 the full control effect; nearly all actives have a fitted effect of over 50% in size
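Rat TrxR1, dispensed at 90 nM, was prereduced with 400 uM NADPH (final) for 5 min at ~22 deg C, then incubated with compound 15 min before 400 uM selenite. A first-read NADPH fluorescence drop versus no-compound background flagged substrates.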
Vif-A3F inh = qHTS for Inhibitors of Vif-A3F Interactions: qHTS; AID 602313, 2012; Potency, µM (series often up to 46.1 µM), for the others: top-dose activity, negative = active; 390,000 tested, 0.2% active; HeLa A3F-eYFP + Vif (tagged APOBEC3F with the HIV-1 protein that degrades it), YFP fluorescence increase; further: % of control where 0% means no effect; nearly all actives have a fitted effect of over 65% in size
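HeLa cells stably expressing Vif plus C-terminally eYFP-tagged A3F were seeded, incubated overnight at 37 deg C, dosed with compound, incubated overnight again at 37 deg C. Yellow fluorescence (Ex 488/Em 500-530) reported blocked Vif-mediated A3F-eYFP degradation.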
RXFP1 agonist = qHTS Assay for Agonists of the Relaxin Receptor RXFP1; Relaxin receptor 1 (Homo sapiens), Q9HBX9; HEK293T-RXFP1 cAMP TR-FRET, 30 min; response scale: percent of porcine relaxin response, buffer zero; Potency, µM (top dose mostly 57.5 µM), inactives show at the top dose activation, actives largely listed as activators; 370,000 tested, 0.3% active; AID 2676, 2010; further: on the % scale 0 is the no-effect control and ±100 the full control effect; nearly all actives have a fitted effect of over 60% in size; many of its hits are not listed in these tables
Target sequence (Q9HBX9 whole entry, looked up): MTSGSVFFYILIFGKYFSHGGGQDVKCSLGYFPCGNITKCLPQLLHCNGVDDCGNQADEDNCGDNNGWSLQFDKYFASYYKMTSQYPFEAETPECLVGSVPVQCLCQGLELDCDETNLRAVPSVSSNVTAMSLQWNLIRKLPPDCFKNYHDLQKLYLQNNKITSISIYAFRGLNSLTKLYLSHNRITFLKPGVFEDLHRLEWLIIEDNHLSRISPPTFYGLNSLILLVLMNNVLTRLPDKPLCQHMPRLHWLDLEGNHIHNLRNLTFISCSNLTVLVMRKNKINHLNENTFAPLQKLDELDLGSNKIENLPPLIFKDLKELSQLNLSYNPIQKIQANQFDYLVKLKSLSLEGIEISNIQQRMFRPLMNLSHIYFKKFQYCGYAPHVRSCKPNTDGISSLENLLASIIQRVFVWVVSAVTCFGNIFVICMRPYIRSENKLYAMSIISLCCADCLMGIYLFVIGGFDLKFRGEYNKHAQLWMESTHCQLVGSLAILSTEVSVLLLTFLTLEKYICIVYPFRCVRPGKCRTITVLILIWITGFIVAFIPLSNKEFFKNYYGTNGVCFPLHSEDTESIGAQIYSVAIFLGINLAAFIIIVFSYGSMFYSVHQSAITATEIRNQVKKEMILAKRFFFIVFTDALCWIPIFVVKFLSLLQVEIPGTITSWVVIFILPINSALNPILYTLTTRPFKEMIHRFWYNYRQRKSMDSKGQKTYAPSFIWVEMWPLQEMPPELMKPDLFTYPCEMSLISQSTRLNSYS
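HEK293 cells stably expressing RXFP1, treated 30 min at 37C with compounds plus PDE4 inhibitor Ro 20174; cAMP measured by HTRF TR-FRET. Normalized to buffer and 29 nM porcine relaxin; EC50 by Hill fit.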
An asterisk follows results filed as active; ? = inconclusive; nt = no result given; & = joins results of further samples; [ ] = dose if it differs, or a comment. The call rests on the fitted dose curve; in most records, active means well fitted curve in the direction sought with a large enough effect; inconclusive means small, poorly fitted or top-dose-only effect, or another doubt; inactive means no such curve, though single readings can be large; an effect the other way counts as inactive or inconclusive. Potency means the concentration at half of the fitted maximal effect.

no. | molecule | Vif-A3G inh | USP1 inh | TrxR1 inh | RGS4 inhibitor | Vif-A3F inh
1 | CCCn1c(=S)[nH]c2cc(C(=O)NCc3ccccc3OC)ccc2c1=O | -2% | -18% | nt | nt | -3%
2 | CCCNC(=O)CN1C(=O)COc2ccc(S(=O)(=O)N3CCC(C)CC3)cc21 | -2% | -19% | 0% | -5% | -4%
3 | COc1ccc(Cl)cc1NC(=O)CNc1ccccc1F | ? | -23% | 4% | -25% | -3%
4 | Cc1nnc(NC(=O)CSc2nnc3ncccn23)s1 | 1% | 6% | ? | 10% | -2%
5 | Cc1ccc(-c2nc3cc(Cl)ccc3o2)cc1NC(=O)c1cc2ccccc2o1 | 0% | -20% | 27% | -14% | -2%
6 | O=C(Nc1ccccc1Cl)NC1(C(=O)N2CCCCC2)CCCCC1 | 1% | -8% | -6% | -6% | 5%
7 | COC(=O)c1c(NC(=O)Cc2coc3ccc(C)cc23)sc2c1CCC2 | -4% | -22% | 4% | -19% | -5%
8 | CC(C)CN(C(=O)c1cccc(S(=O)(=O)N2CCN(C)CC2)c1)C1CCS(=O)(=O)C1 (configuration not stated) | 0% | -13% | -12% | 14% | -11%
9 | NC(=O)c1cc(Cl)ccc1OCC(=O)N1CCCc2ccccc21 | -5% | -23% | 12% | -10% | 1%
10 | CCOCC(=O)Nc1ccc([N+](=O)[O-])cc1OC | -2% | -2% | 6%[57.1 µM] | -12% | 0%

no. | ALOX12 inh | RXFP1 agonist | mIDH1 inhibitor | TrxR1 substrate
1 | -7% | nt | 0% | nt
2 | -24% | 1.6% | -6% | 0%
3 | -2% | 1.2% | 4% | -3%
4 | -25% | 23% | 0% | -12%
5 | -26% | 3.2% | -14% | 17%
6 | 3% | -0.1% | -6% | -2%
7 | -22%&8% | -0.7% | 14% | 7%
8 | -11% | -0.6% | 0% | -6%
9 | -1% | 0.5% | 3% | 1%
10 | -14% | -0.8% | 3% | -6%

no. | molecule | Vif-A3G inh | USP1 inh | TrxR1 inh | RGS4 inhibitor | Vif-A3F inh
11 | COc1ccccc1OCc1cc(C(=O)N2CCCC(OCc3cccnc3)C2)no1 (configuration not stated) | 0% | -13% | -23% | -18% | 1%
12 | CCOC(=O)C1CCCN(C(=O)c2cc(S(=O)(=O)N3CCCCC3)c[nH]2)C1 (configuration not stated) | 1% | -17% | 10% | 7% | -11%
13 | CCOc1ccccc1NC(=O)CNC(=O)CNC(=O)Cc1ccccc1 | -1% | 2% | 7% | 23% | 6%
14 | COCCNC(=O)/C(C#N)=C/c1c(N2CC(C)OC(C)C2)nc2ccccn2c1=O (configuration not stated) | 0% | -17% | -12% | -12% | 1%
15 | CCOc1ccc(N(CC)S(=O)(=O)N2CCCC(C(=O)NCc3ccccc3OCC)C2)cc1 (configuration not stated) | 4% | -18% | 9% | -18% | 6%
16 | CC(=O)c1ccc2c(c1)c1ccccc1n2CC(C)C | 0% | -11% | -15% | -32% | 4%
17 | COc1ccc(Cl)cc1NC(=S)NCCCN1CCCC1=O | 1% | -15% | -29% | -39% | 1%
18 | COc1ccc(NC(=O)CCNC(C)=O)cc1NS(=O)(=O)c1ccc(F)cc1 | 0% | -23% | -12% | 3% | nt
19 | O=S(=O)(NCc1ccccc1)c1ccc(Cl)cc1 | 0% | -20% | -3% | -21%[56.9 µM] | -8%
20 | CNC(=S)NNS(=O)(=O)c1ccc(OC)cc1OC | 3% | -17% | -21% | -18% | -1%

no. | ALOX12 inh | RXFP1 agonist | mIDH1 inhibitor | TrxR1 substrate
11 | -56% | -0.3% | 3% | -4%
12 | 0% | -0.9% | 7% | 2%
13 | 126%[activator] | 1.9% | -2% | -1%
14 | -23% | 16% | 2% | 6%
15 | -4% | 0.4% | 18% | -8%
16 | -13% | 0.9% | 4% | 18%
17 | 14% | 0.8% | 5% | 2%
18 | -20% | -0.2% | 6% | -1%
19 | 4% | -0.3% | 8% | -3%
20 | 19% | -1.0% | 9% | 1%

no. | molecule | Vif-A3G inh | USP1 inh | TrxR1 inh | RGS4 inhibitor | Vif-A3F inh
21 | CCN1C(=O)[C@H]2[C@H]3CN=C(SCc4ccc(Cl)cc4)N3[C@@](CC)(C(=O)OC)[C@H]2C1=O | 2% | -5% | -13% | 6% | -7%
22 | COc1cc(C(=O)Oc2ccc(C(=S)N3CCOCC3)cc2)cc(OC)c1OC | 3% | -22% | 37%[11.4 µM] | -28% | ?
23 | COC(=O)c1sc(-c2cccs2)cc1N | -1% | -26% | 2% | -17% | -6%
24 | O=C(CN1C(=O)CSc2ncccc21)NCCN1CCOCC1 | -1% | 3% | -1% | 6% | -23%
25 | CCn1c(CNC(=O)c2ccc(OC)cc2)nnc1SCC(=O)Nc1ccc(C)cc1 | -2% | -8% | 15% | -4% | 1%
26 | Cc1ccc(S(=O)(=O)N2CCN(C)CC2)c(C)c1 | 0% | -20% | 12% | -19% | 0%
27 | CCc1ccc2[nH]c(C(=O)Nc3ccc(C)c(F)c3)cc2c1 | -8% | -20% | 26% | 26% | -2%
28 | CC(=O)Nc1nc(-c2ccc([N+](=O)[O-])cc2)cs1 | -1% | -18% | 13% | -16%[56.9 µM] | 3%
29 | CCOc1ccc2[nH]cc(C(=O)NCc3ccc(F)cc3)c(=O)c2c1 | 2% | 4% | 11% | 27% | -1%
30 | Cc1ccc(/C=C/C(=O)OCC(=O)NC(C)C)o1 | 1% | -11% | ? | -12% | 4%

no. | ALOX12 inh | RXFP1 agonist | mIDH1 inhibitor | TrxR1 substrate
21 | ? | nt | -1%[38.3 µM] | -8%
22 | 0% | -0.4% | 18% | 0%
23 | ? | 1.2% | 1% | 5%
24 | -10% | -1.3% | -3% | -1%
25 | -17% | -1.2% | 2% | 9%
26 | -6% | 0.8% | -1% | 6%
27 | -23% | 0.0% | -13% | 7%
28 | 1% | -0.4% | -3% | 0%
29 | 0% | 0.4% | 2% | -5%
30 | 1% | 0.1% | -6% | -9%

no. | molecule | Vif-A3G inh | USP1 inh | TrxR1 inh | RGS4 inhibitor | Vif-A3F inh
31 | COc1ccccc1NC(=O)CN(Cc1ccco1)C(=O)c1ccc(N2CCCC2=O)cc1 | 1% | -5% | 6%[57.1 µM] | 6% | -11%
32 | Cc1nn(C)c(C)c1NC(=O)CSc1nc(-c2ccccc2Cl)nc2c1cnn2-c1ccccc1 | 1% | -18% | 7% | -9% | 0%
33 | O=C(NC1CCCCC1)C1CC=CCC1C(=O)OCC(Cl)=C(Cl)Cl (configuration not stated) | -1% | -7% | 21%[57.1 µM] | -4% | -1%
34 | CCOc1nc(NCCN2CCOCC2)nc(Nc2ccc(C)cc2)n1 | -6% | -19% | 9% | 10% | -3%
35 | CCn1cc(CN(C)S(=O)(=O)c2cccc([N+](=O)[O-])c2)cn1 | -1% | -24% | 9% | -3% | -12%
36 | COCCNC(=O)C(c1ccc(C)o1)N(CCOC)C(=O)Cn1nnc2ccccc21 (configuration not stated) | 2% | -14% | -10% | -2%[11.4 µM] | -1%

no. | ALOX12 inh | RXFP1 agonist | mIDH1 inhibitor | TrxR1 substrate
31 | -12% | nt | 0% | -12%
32 | -10% | -0.1% | 1% | 4%
33 | 11% | 1.0% | 6% | 12%[57.1 µM]
34 | 0% | 1.1% | -2% | 1%
35 | 142%[activator] | -2.1% | -8% | 12%
36 | 1% | 1.4% | -4% | -13%

This is a subset, so the mix of outcomes need not match the whole.
